JMJD2A Tudor inh – JMJD2A Tudor domain (human) inhibition; actives 4.4% (n = 390,000); Potency, µM (doses to about 114 µM), inactives show at the highest dose activity change, negative = inhibition, actives largely listed as inhibitors; AlphaScreen JMJD2A-Tudor / H3K4me3 peptide binding; O75164; AID 504339; note: potency is the fitted concentration of half-maximal effect; % is set by controls: 0 for no effect and ±100 for the full control effect; nearly all actives have a fitted effect of over 50% in size
Pol eta inh – DNA polymerase eta (human) inhibition. Potency, µM (series often up to 114 µM), inactives show at the highest dose activity change, negative = inhibition, actives largely listed as inhibitors. actives 1.2% (n = 390,000). Q9Y253. recombinant Pol eta, fluorescent DNA replication assay; note: potency is the fitted concentration of half-maximal effect; % is set by controls: 0 for no effect and ±100 for the full control effect
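Fluorescent replication assay: 50 nM final substrate added after a 15 min room-temperature compound preincubation with 10 nM enzyme. Signal taken at 0 min and again at 10 min.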
HP1b binding inh – blocks HP1-beta chromodomain binding to methylated histone tails | AlphaScreen HP1-beta / biotin-H3K9me3 peptide binding | Potency, µM (highest dose often 114 µM), for inactives: at the top dose activity change, negative = inhibition, usual class: inhibitors | AID 540317 | actives 0.56% (n = 390,000); note: potency is the fitted concentration of half-maximal effect; nearly all actives have a fitted effect of over 70% in size; inactives centre near 23
Target sequence (P83916 whole entry, looked up): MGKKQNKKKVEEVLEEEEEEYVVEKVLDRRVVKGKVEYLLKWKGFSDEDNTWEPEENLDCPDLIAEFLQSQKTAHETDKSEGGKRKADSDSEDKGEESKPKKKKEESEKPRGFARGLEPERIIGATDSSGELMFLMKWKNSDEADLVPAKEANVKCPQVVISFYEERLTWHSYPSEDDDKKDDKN
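HP1-beta protein (50 nM final) preincubated 30 min at room temperature with biotinylated H3(1-18)K9me3 peptide (50 nM) in PBS pH 7.4, 0.01% Tween-20, then compound added for 30 min. AlphaScreen streptavidin donor/nickel chelate acceptor beads (10 ug/mL final), 30 min dark, luminescence read.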
Pin1 inh – blocks the human prolyl isomerase Pin1; Potency, µM (doses to about 115 µM), for inactives: at the highest dose activity, negative = inhibition, actives largely listed as inhibitors; actives 0.009% (n = 390,000); Q13526; Pin1 FP peptide displacement, HiFluor488, 10 min; active = well fitted inhibition curve with a large enough effect in the polarisation, with a control signal flat, not every such curve was filed as active; inconclusive = small, poorly fitted or top-dose-only effect, or effect the other way, or a change in a side signal; inactive = no such curve, though single readings can be large or run the other way; the % refers to the polarisation; note: potency is the fitted concentration of half-maximal effect; % is set by controls: 0 for no effect and ±100 for the full control effect
Target sequence (Q13526 whole entry, looked up): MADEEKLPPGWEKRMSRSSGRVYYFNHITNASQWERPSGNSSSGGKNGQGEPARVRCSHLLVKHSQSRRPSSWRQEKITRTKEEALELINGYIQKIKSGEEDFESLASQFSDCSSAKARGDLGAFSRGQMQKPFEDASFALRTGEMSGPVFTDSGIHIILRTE
BAZ2B inh – BAZ2B (human) inhibition | Q9UIF8 | AlphaScreen BAZ2B-H3K14Ac peptide displacement | Potency, µM (top dose mostly 114 µM), for the others: at the highest dose activity change, negative = inhibition, usual class: inhibitors | actives 4.4% (n = 360,000); note: potency is the fitted concentration of half-maximal effect; % is set by controls: 0 for no effect and ±100 for the full control effect; nearly all actives have a fitted effect of over 60% in size
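Inhibition is scored as reduced AlphaScreen emission. The BAZ2B/b-H3(5-23)K14Ac complex (50 nM each) in PBS pH 7.4, 0.01% Tween-20 meets compound (up to 110 uM) for 30 min at RT before bead addition.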
GLS inh – glutaminase GLS (human) inhibition; GLS enzymatic activity, qHTS titration; Potency, µM (highest dose often 45.5 µM), inactives show top-dose activity change, negative = inhibition, usual class: inhibitors; actives 0.21% (n = 410,000); AID 624170; note: potency is the fitted concentration of half-maximal effect; % is set by controls: 0 for no effect and ±100 for the full control effect
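Read-out is an Amplex red fluorescence increase coupled through glutamate oxidase and HRP, measured before and after 30 min room-temperature incubation. hKGA is in 45 mM KH2PO4 (pH 8.2) with 0.02% Tween-20; glutamine added as 1mM solution.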
PGK inhibitor – inhibitors of T. brucei phosphoglycerate kinase | P07378 | PGK/GAPDH coupled, Kinase-Glo luminescence, 60 min | Potency, µM (titrated, usually from 57.5 µM), inactives show at the highest dose activity change, negative = inhibition, usual class: inhibitors | actives 0.043% (n = 380,000) | AID 602233; note: potency is the fitted concentration of half-maximal effect; % is set by controls: 0 for no effect and ±100 for the full control effect; nearly all actives have a fitted effect of over 60% in size
Target sequence (P07378 whole entry, looked up): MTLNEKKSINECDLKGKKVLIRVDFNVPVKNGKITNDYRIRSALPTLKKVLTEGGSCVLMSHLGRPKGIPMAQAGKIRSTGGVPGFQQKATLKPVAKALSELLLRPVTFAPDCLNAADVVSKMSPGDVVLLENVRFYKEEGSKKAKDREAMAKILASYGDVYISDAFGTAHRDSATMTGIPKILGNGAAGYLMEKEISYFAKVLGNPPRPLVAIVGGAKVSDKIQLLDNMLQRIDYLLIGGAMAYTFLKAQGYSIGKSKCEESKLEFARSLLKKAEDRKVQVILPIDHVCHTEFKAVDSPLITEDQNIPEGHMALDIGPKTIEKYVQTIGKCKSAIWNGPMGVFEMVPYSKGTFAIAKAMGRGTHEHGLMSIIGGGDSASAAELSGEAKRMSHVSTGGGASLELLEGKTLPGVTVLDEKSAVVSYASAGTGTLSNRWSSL
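Luminescent ATP detection (Kinase-Glo Plus) follows a 60-minute room-temperature incubation, with wells lacking PGK as controls. Buffer: 100 mM TEA (pH 7.6), 5 mM MgCl2, 0.01% Tween-20. Coupling enzyme GAPDH (100 nM final) supplies unstable 1,3-BPG in-well.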
G9a block – G9a (human) methyltransferase inhibition; Q96KQ7; G9a H3K9 monomethylation, AlphaScreen, 2 h; Potency, µM (highest dose often 102 µM), for inactives: top-dose activity, negative = inhibition, usual class: inhibitors; actives 8.8% (n = 350,000); AID 504332; note: potency is the fitted concentration of half-maximal effect; % is set by controls: 0 for no effect and ±100 for the full control effect; nearly all actives have a fitted effect of over 75% in size
Target sequence (Q96KQ7 913-1193 limits assumed): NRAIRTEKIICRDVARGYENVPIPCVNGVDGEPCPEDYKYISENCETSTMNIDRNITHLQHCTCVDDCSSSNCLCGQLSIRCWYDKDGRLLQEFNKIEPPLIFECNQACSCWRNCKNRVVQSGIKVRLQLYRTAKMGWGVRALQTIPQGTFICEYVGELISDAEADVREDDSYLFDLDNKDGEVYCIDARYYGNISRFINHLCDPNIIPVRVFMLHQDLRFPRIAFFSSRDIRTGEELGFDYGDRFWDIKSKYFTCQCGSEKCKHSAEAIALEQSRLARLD
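AlphaScreen detection with an anti-monomethyl H3K9 antibody quantified product after a 2 h room-temperature reaction containing 500 nM biotinylated H3K9 peptide, 20 µM SAM and 20 nM enzyme, which had been preincubated 15 min with compound.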
PI4K2A block – PI4K2A (human) kinase inhibition | Q9BTU6 | actives 0.13% (n = 420,000) | activity change, negative = inhibition, % at 76.9 µM | purified PI4K2A, ADP-Glo luminescence, 1 h; stronger effect = lower value | AID 1346378; in the data active = activity change below about -50%; inconclusive = mostly about -30% to -49%;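 note: -100% = wells without enzyme as full effect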
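PI4K2A activity was measured by ADP-Glo luminescence: enzyme (4 ug/mL stock) and phosphatidylinositol (1.2 mM stock) in Tris pH 7.5/MgCl2/EGTA/Triton X-100 buffer were reacted with ATP (300 microM stock) for one hour at ambient temperature.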
Numbers without * were called inactive; i = inactive; ? = inconclusive; · = not tested or not shown; [ ] = remark or other dose. Unless noted, calls come from the whole dose curve; as a rule, active = well fitted curve in the direction sought with a large enough effect; inconclusive = small, poorly fitted or top-dose-only effect, or another doubt; inactive = no such curve, though single readings can be large; an effect the other way counts as inactive or inconclusive. These rows are one share of the data; count on the stated rates, not on these rows.

SMILES	JMJD2A Tudor inh	Pol eta inh	HP1b binding inh	Pin1 inh	BAZ2B inh	GLS inh	PGK inhibitor	G9a block	PI4K2A block
CC(Oc1ccccc1)C(=O)Nc1ccc(S(=O)(=O)Nc2nccs2)cc1 (centres undefined)	-18%	1%	33%	4%	-22%	4%	-1%	?	-1
COc1ccc(/C=C/C(=O)c2ccc(NS(=O)(=O)c3ccc(C)cc3)cc2)cc1O	?	?	?	27%	?	?	i	-15%[59 µM]	-9
O=C(NCc1ccccc1)c1ccc(S(=O)(=O)N2CCCc3ccccc32)cc1	-28%	-4%	17%	16%	3%	2%	-5%	0%[12.7 µM]	2
CCC(=O)c1c[nH]c(C(=O)NCc2cccs2)c1	5%	-24%	28%	1%	-11%	-5%	4%	21%[12.7 µM]	1
CC(C)Cc1nc(N2CCN(C(=O)C(C)C)CC2)c(C#N)c2c1CCC2	7%	-14%	50%	-6%	-1%	10%	-2%	-26%	4
CCC(C(=O)Nc1ccccc1)n1nc(-c2cc(C)ccc2C)ccc1=O (centres undefined)	-22%	-12%	13%	-5%	-14%	7%	-2%	-4%[59 µM]	0
Cc1sc2ncn(CC(=O)NCC(=O)N(C)C3CCCCC3)c(=O)c2c1C	-14%	-4%	21%	-1%	-7%	5%	11%	19%	13
Oc1ccc(CN2CCN(c3ncccn3)CC2)cc1	50µM*	-12%	?	-9%	?	20%	-8%	79µM*	3
CCOC(=O)CSc1ccc2nnc(-c3cccs3)n2n1	-35%	-8%	39%	0%	5%	-21%	-8%	10µM*	1
C#CCOCCOCCOCCNc1nc(N2CCN(C(=O)[C@H](CCCN=C(N)N)n3cc(C(N)[C@@H](C)CC)nn3)CC2)nc(N2CCN(C(=O)[C@H](CC(N)=O)n3cc([C@@H](N)CC(N)=O)nn3)CC2)n1 (some centres undefined)	22µM*	3%	6%	-3%	·	8%	-2%	·	-11
CCN1CCN(C(=O)CN(C)S(=O)(=O)c2ccc(Cl)cc2)CC1	4%	-1%	6%	7%	-5%	6%	-3%	7%	8
COc1ccccc1OCC(=O)N(Cc1nnc(-c2ccccc2Cl)o1)C1CC1	-4%	-23%	18%	10%	-1%	4%	-4%	-25%[59 µM]	1
COc1ccc(CNC(=O)/C=C/C(=O)O)cc1	-12%	-3%	39%[activator]	5%	4%	0%	-5%	-48%	0
COc1cc(/C=C/C(=O)OCC(=O)N2CCCc3ccccc32)ccc1O	-28%	0%	0%	6%	·	10µM*	7%	·	-5
Cc1cc2cccc(C)c2nc1SCC(=O)N(C)c1nc(-c2ccccc2)cs1	2%	-5%	22%	-2%	-15%	-4%	-1%	14%	-1
CC(=O)c1cccc(NC(=O)COc2ccccc2)c1	-2%	6%	48%[activator]	4%	-1%	·	-4%	-1%[59 µM]	-2
CC(NC(=O)c1ccc(Br)s1)C1CCCO1 (centres undefined)	-14%	-11%	10%	1%	-3%	7%	-7%	1%	-2
CC(=O)Nc1ccc(NC2=CC(=O)c3ccccc3C2=O)cc1	25µM*	?	-30%	-5%	13µM*	-10%	-10%	2µM*	-12
CCCCN(CCCC)C(=O)c1cc2ccccc2c(=O)o1	1%	-2%	24%	?	5%	0%	-5%	?	0
CCC(C)c1ccc(O)c(NC(=O)c2cccnc2)c1 (centres undefined)	-5%	-14%	53%[activator]	-1%	-2%	51%[activator]	-8%	50µM*	-3
CCCc1noc2c1C(c1ccoc1)C(C#N)=C(N)N2 (centres undefined)	-24%	-5%	16%	-6%	-9%	37%[activator]	-7%	?	5
CN(C)S(=O)(=O)c1cccc(NC(=O)C2Cc3ccccc3CN2C(=O)c2ccco2)c1 (centres undefined)	-28%	?	19%	-1%	-17%	?	-1%	?	-12
Cc1nc(SCC(=O)NCc2ccc3c(c2)OCO3)c(C#N)c2c1CCCC2	-14%[11.4 µM]	-15%	-9%	48%[activator]	·	-1%	-9%	8%[59 µM]	-15
O=C(O)C(C(=O)/C=C/c1ccco1)=C1SCCS1	56µM*	8.9µM*	71µM*	?	50µM*	?	-24%	?	-12
CCN(CC)c1nc2c(s1)C(=O)NCCC2	-10%	7%	17%	1%	0%	8%	·	7%[59 µM]	10
SMILES	JMJD2A Tudor inh	Pol eta inh	HP1b binding inh	Pin1 inh	BAZ2B inh	GLS inh	PGK inhibitor	G9a block	PI4K2A block
Cc1ccc(C(C)n2cc(C(=O)NCc3ccncc3)nn2)cc1 (centres undefined)	-19%	-13%	1%	-2%	8%	-9%	-2%	-9%[2.33 µM]	-1
CCn1c(SCC(=O)N2CCC(C)CC2)nnc1-c1ccccc1O	10%	-7%	45%[activator]	1%	4%	31%[activator]	0%	-27%[59 µM]	0
COc1ccc(-n2c(SCC(=O)NCCCN3CCCC3=O)nnc2C(C)N2CCCCC2)cc1 (centres undefined)	-12%	-17%	3%	4%	6%	2%	-6%	27%[0.0925 µM]	-9
O=[N+]([O-])c1ccccc1/C=N/N1CCN(c2ccncc2S(=O)(=O)N2CCCCC2)CC1	35µM*	-23%	?	-1%	32µM*	16%	5%	?	3
COc1ccc(C(=O)N2CCN(c3ccccn3)CC2)cc1[N+](=O)[O-]	1%	-8%	11%	-7%	-19%	-1%	-6%	-30%	1
COc1ccc(-n2c(SCC(=O)Nc3ccc(C(N)=O)cc3)nc3ccccc3c2=O)cc1OC	-21%	-10%	-13%	-1%	-28%	-9%	-1%	50µM*	-4
Cc1cc(C)nc(/N=C(\N)Nc2ccc(C)c([N+](=O)[O-])c2)n1	-6%[57.1 µM]	-3%	16%	8%	5%	-2%	-7%	8%[59 µM]	3
O=C(OC(C(=O)NC1CCCC1)c1ccccc1F)c1ccco1 (centres undefined)	-4%	-12%	40%[activator]	-1%	11%	-1%	1%	7%	5
CCCCNC(=O)Cc1coc2ccc3ccccc3c12	?	2%	2%	1%	?	0%	-5%	-22%	0
CCOc1ccc2[nH]c(=O)c(CN(Cc3ccco3)C(CC)c3nnnn3Cc3ccccc3)cc2c1 (centres undefined)	-35%	-21%	12%	6%	2%	6%	-9%	35µM*	-4
CN1CCN(c2ccccc2NC(=O)c2ccc(Br)o2)CC1	-17%	-18%	5%	-9%	-4%	17%	4%	-5%[59 µM]	5
COc1ccc(NC(=O)CSc2nc(N)cc(=O)[nH]2)cc1S(=O)(=O)N1CCCCC1	-7%	3%	32%	5%	14%	5%	0%	0%[0.501 µM]	3
COc1ccc(C2CC(=O)c3cc(-c4nc(-c5cccc([N+](=O)[O-])c5)cs4)c(=O)n(-c4ccc(F)cc4)c3C2)cc1 (centres undefined)	-21%	0%	10%	4%	-2%	-2%	-8%	-31%[59 µM]	-2
CCc1nnc(NS(=O)(=O)c2ccc(NC(=S)NC(=O)c3cccs3)cc2)s1	-32%	-5%	-3%	-6%	-23%	?	-9%	-49%	-1
COc1ccc(C(=O)Nc2ccc(N3CCCC3)cc2)cc1OC	?	-20%	-1%	?	?	·	-9%	2.5µM*	-10
CCCC(=O)NC(=S)Nc1ccc(NC(=O)c2cccs2)cc1	-7%	-5%	44%[activator]	1%	3%	2%	2%	11µM*	2
COc1ccc(C2(c3ccc(OC)cc3)NC(=O)N(CC(=O)NCC(F)(F)F)C2=O)cc1	-18%	-11%	4%	-4%	7%	3%	-8%	27%	2
CC(C)(C)Cc1nnc(NC(=O)CCC2CCCCC2)s1	-11%	-3%	?	1%	-1%	10%	-2%	-1%[2.33 µM]	7
O=C(CSc1nc2c([nH]c3ccccc32)c(=O)n1-c1ccc(Cl)cc1)NCc1ccccc1	2%	-16%	26%[57 µM]	7%	2%	-7%	-3%	1%[59 µM]	5
COCCN(C(=O)CSCC(=O)Nc1cccc(C)c1)c1c(N)n(Cc2ccccc2)c(=O)[nH]c1=O	-1%	-23%	35%	-5%	10%	-1%	2%	11%[2.33 µM]	-3
CN1CCN(CCCNC(=O)c2ccc3nc(Cc4ccccc4)oc3c2)CC1	-19%	-14%	9%[57 µM]	-9%	-14%	0%	i	1%[59 µM]	?
O=C(NNC(=O)NC1CCCCC1)NC1CCCCC1	-4%	-6%	36%	7%	-15%	6%	0%	?	0
CON(c1nc(Cl)nc(N(C)C)n1)S(=O)(=O)c1ccccc1Cl	-12%	-16%	25%	-4%	-9%	-3%	-6%	2%[59 µM]	-6
COc1ccc(-c2nc3n(n2)C(c2ccccc2F)C(C(=O)Nc2cccnc2)=C(C)N3)cc1OC (centres undefined)	-10%	-13%	32%	-6%	-15%	0%	0%	7%[59 µM]	-3
c1coc(-c2nnc3sc(C4CCCCC4)nn23)c1	?	-1%	-28%	-4%	-5%	-16%	6%	?	-3
Cc1ccc(N(C)S(=O)(=O)c2ccc(-c3ccc(=O)[nH]n3)s2)cc1C	-14%	-11%	14%[57 µM]	-3%	-12%	-9%	-1%	·	-9
CCCCCCCCNCCS(=O)(=O)NCc1ccc(OC)cc1	7%	-10%	23%	2%	·	0%	-3%	·	0
CC[n+]1ccc2cc(OC)c(OC)cc2c1Cc1ccc(OC)c(OC)c1	25µM*	-20%	40µM*	7%	79µM*	-27%	2%	22µM*	-3
Cc1nn(-c2ccccc2)c(C)c1/C=C/C(=O)OC(C)C(N)=O (centres undefined)	-10%	-9%	12%	-2%	-3%	-5%	-6%	-4%[59 µM]	4

By substructure, those above with bromine (2)
SMILES	JMJD2A Tudor inh	Pol eta inh	HP1b binding inh	Pin1 inh	BAZ2B inh	GLS inh	PGK inhibitor	G9a block	PI4K2A block
CC(NC(=O)c1ccc(Br)s1)C1CCCO1 (centres undefined)	-14%	-11%	10%	1%	-3%	7%	-7%	1%	-2
CN1CCN(c2ccccc2NC(=O)c2ccc(Br)o2)CC1	-17%	-18%	5%	-9%	-4%	17%	4%	-5%[59 µM]	5
